Screens: PubChem BioAssay, National Center for Advancing Translational Sciences (NCATS)
Tb PGK inh = inhibitors of T. brucei phosphoglycerate kinase | P07378 | PGK/GAPDH coupled, Kinase-Glo luminescence, 60 min | Potency, µM (top dose mostly 57.5 µM), without a hit: at the top dose activity change, negative = inhibition, hits mostly inhibitors | 380,000 compounds, 0.043% hits; further: potency means the concentration at half of the fitted maximal effect; on the % scale 0 is the no-effect control and ±100 the full control effect; nearly all actives have a fitted effect of over 60% in size
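Recombinant glycosomal PGK reaction used 1,3-bisphosphoglycerate generated in-well by GAPDH (100nM final) in 100mM TEA pH 7.6, 5mM MgCl2, 0.01% Tween-20. After 60 minutes at room temperature, ATP was read by Kinase-Glo Plus luminescence end-point.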
Pin1 inh = blocks the human prolyl isomerase Pin1. Pin1 FP peptide displacement, HiFluor488, 10 min. AID 504891. Potency, µM (series often up to 115 µM), inactives show at the top dose activity, negative = inhibition, actives largely listed as inhibitors. 390,000 compounds, 0.009% hits; active means well fitted inhibition curve with a large enough effect in the polarisation, with a control signal flat, not every such curve was filed as active; inconclusive means small, poorly fitted or top-dose-only effect, or effect the other way, or a change in a side signal; inactive means no such curve, though single readings can be large or run the other way; the % refers to the polarisation; further: potency means the concentration at half of the fitted maximal effect; on the % scale 0 is the no-effect control and ±100 the full control effect
HP1b chromo inh = HP1-beta chromodomain-methylated histone interaction inhibition; AID 540317; Potency, µM (titrated, usually from 114 µM), for the others: at the highest dose activity change, negative = inhibition, usual class: inhibitors; P83916; 390,000 compounds, 0.56% hits; AlphaScreen HP1-beta / biotin-H3K9me3 peptide binding; further: potency means the concentration at half of the fitted maximal effect; nearly all actives have a fitted effect of over 70% in size; inactives centre near 23
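AlphaScreen: HP1-beta (50 nM) preformed 30 min with biotin-H3(1-18)K9me3 peptide (50 nM) in PBS pH 7.4, 0.01% Tween-20. Compound added for 30 min at RT, then streptavidin donor/nickel chelate acceptor beads (10 ug/mL) for 30 min.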
GLS inh = glutaminase GLS (human) inhibition; GLS enzymatic activity, qHTS titration; Potency, µM (doses to about 45.5 µM), inactives show at the top dose activity change, negative = inhibition, actives largely listed as inhibitors; 410,000 compounds, 0.21% hits; AID 624170; further: potency means the concentration at half of the fitted maximal effect; on the % scale 0 is the no-effect control and ±100 the full control effect
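hKGA in 45 mM KH2PO4 pH 8.2, 0.02% Tween-20 with pin-transferred compounds; 1 mM L-glutamine (stock) plus glutamate oxidase/HRP/Amplex Red coupling added. Fluorescence read initially and after 30 min at RT.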
G9a block = G9a (human) methyltransferase inhibition; G9a H3K9 monomethylation, AlphaScreen, 2 h; Potency, µM (titrated, usually from 102 µM), for inactives: top-dose activity, negative = inhibition, usual class: inhibitors; AID 504332; Q96KQ7; 350,000 compounds, 8.8% hits; further: potency means the concentration at half of the fitted maximal effect; on the % scale 0 is the no-effect control and ±100 the full control effect; nearly all actives have a fitted effect of over 75% in size
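G9a (20 nM) was preincubated 15 min with compound, then reacted 2 h at room temperature with 500 nM biotin-H3K9 peptide and 20 µM SAM. Monomethyl-H3K9 detected by AlphaScreen using anti-H3K9me1 antibody.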
BAZ2B inh = blocks human BAZ2B. Q9UIF8. AlphaScreen BAZ2B-H3K14Ac peptide displacement. Potency, µM (highest dose often 114 µM), for inactives: at the highest dose activity change, negative = inhibition, most hits filed as inhibitors. 360,000 compounds, 4.4% hits. AID 504333; further: potency means the concentration at half of the fitted maximal effect; on the % scale 0 is the no-effect control and ±100 the full control effect; nearly all actives have a fitted effect of over 60% in size
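Multi-concentration screen (max 110 uM) measuring displacement of acetylated histone H3 peptide from BAZ2B by AlphaScreen, using 50 nM protein, 50 nM peptide and 10 ug/mL streptavidin donor plus Ni-chelate acceptor beads.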
PI4K2A block = inhibitors of human PI4K2A. purified PI4K2A, ADP-Glo luminescence, 1 h; hits give low values. Q9BTU6. activity change, negative = inhibition, % at 76.9 µM. 420,000 compounds, 0.13% hits; in the data active means activity change below about -50%; inconclusive means mostly about -30% to -49%;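 further: -100% = wells without enzyme as full effect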
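ADP-Glo luminescence measured ADP generated by PI4K2A enzyme (4 ug/mL before mixing) with 1.2 mM PI substrate (pre-mix) and 300 microM ATP (pre-mix). Tris pH7.5 buffer with MgCl2, Triton X-100; 1 h reaction at ambient temperature.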
Pol eta inh = inhibitors of human DNA polymerase eta; Q9Y253; recombinant Pol eta, fluorescent DNA replication assay; Potency, µM (doses to about 114 µM), without a hit: top-dose activity change, negative = inhibition, actives largely listed as inhibitors; 390,000 compounds, 1.2% hits; further: potency means the concentration at half of the fitted maximal effect; on the % scale 0 is the no-effect control and ±100 the full control effect
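Pol eta (10 nM) was preincubated with compounds for 15 min at room temperature, after which fluorescent replication substrate (50 nM final) was added to start the reaction. Fluorescence was read kinetically at 0 and 10 min.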
JMJD2A Tudor inh = JMJD2A Tudor domain (human) inhibition | O75164 | AID 504339 | AlphaScreen JMJD2A-Tudor / H3K4me3 peptide binding | Potency, µM (doses to about 114 µM), without a hit: top-dose activity change, negative = inhibition, most hits filed as inhibitors | 390,000 compounds, 4.4% hits; further: potency means the concentration at half of the fitted maximal effect; on the % scale 0 is the no-effect control and ±100 the full control effect; nearly all actives have a fitted effect of over 50% in size
Target sequence (O75164 whole entry, looked up, the tested form may be a part): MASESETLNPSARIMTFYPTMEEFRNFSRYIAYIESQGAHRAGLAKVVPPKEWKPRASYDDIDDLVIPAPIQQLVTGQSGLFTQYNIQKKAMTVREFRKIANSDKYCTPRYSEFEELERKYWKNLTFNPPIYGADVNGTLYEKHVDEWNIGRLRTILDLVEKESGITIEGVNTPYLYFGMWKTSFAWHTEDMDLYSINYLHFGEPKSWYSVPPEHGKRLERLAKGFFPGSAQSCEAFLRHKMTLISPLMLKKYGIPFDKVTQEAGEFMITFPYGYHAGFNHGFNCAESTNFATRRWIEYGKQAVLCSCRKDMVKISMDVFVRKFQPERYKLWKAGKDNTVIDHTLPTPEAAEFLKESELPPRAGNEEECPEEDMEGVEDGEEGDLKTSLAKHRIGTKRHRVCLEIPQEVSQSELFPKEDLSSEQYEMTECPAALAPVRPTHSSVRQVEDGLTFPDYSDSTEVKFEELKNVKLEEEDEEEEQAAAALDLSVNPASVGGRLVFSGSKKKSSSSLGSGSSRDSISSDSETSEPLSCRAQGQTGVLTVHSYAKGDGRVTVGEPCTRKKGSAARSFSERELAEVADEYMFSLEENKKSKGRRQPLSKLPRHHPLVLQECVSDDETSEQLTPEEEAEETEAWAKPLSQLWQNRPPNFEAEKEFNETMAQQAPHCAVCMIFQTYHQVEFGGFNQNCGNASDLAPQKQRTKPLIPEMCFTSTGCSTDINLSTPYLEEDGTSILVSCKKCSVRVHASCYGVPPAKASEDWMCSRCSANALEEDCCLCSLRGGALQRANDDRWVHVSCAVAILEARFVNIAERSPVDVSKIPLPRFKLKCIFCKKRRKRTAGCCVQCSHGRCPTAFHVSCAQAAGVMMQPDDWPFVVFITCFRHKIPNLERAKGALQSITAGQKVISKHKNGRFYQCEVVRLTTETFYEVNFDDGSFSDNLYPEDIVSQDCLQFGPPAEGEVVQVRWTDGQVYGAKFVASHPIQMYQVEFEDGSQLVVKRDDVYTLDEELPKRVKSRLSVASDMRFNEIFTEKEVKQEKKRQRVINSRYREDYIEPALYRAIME
An asterisk follows results filed as active; & = joins results of further samples; [ ] = remark or other dose. Unless noted, the call rests on the fitted dose curve; in most records, active means well fitted curve in the direction sought with a large enough effect; inconclusive means small, poorly fitted or top-dose-only effect, or another doubt; inactive means no such curve, though single readings can be large; an effect the other way counts as inactive or inconclusive. Some of the compounds tested; the hit share may differ from the screen's.

O=C(N[C@@H](Cc1ccc(O)cc1)C(=O)O)c1ccc(C(F)(F)F)cc1 was read as Tb PGK inh 9%, Pin1 inh 4%, HP1b chromo inh 39%[activator], GLS inh 18%, G9a block 9%[59 µM], BAZ2B inh -4%, PI4K2A block 0, Pol eta inh -18% and JMJD2A Tudor inh -11%.
CCCCSc1nnc(-c2ccccc2N)c(=O)[nH]1 was read as Tb PGK inh 0%, Pin1 inh 3%, HP1b chromo inh 35%, GLS inh 13%, G9a block inconclusive, BAZ2B inh 10%, PI4K2A block -3, Pol eta inh -12% and JMJD2A Tudor inh -4%.
Screening CCOC(=O)c1cc(CC)sc1NC(=O)CC1SC(N)=NC1=O (stereo not given) returned Pin1 inh 0%, HP1b chromo inh 30%, GLS inh -1%, G9a block -1%, BAZ2B inh -10%, PI4K2A block -4, Pol eta inh -21% and JMJD2A Tudor inh -22%.
COC(=O)CCC(=O)N1CCCC(CNS(=O)(=O)c2ccc(OC)cc2)C1 (stereo not given) was read as Tb PGK inh -5%, Pin1 inh -5%, HP1b chromo inh 32%, GLS inh -14%, BAZ2B inh -5%, PI4K2A block 7, Pol eta inh -22% and JMJD2A Tudor inh -5%.
`O=C(NNC(=O)C1CC1)c1cc(Cl)nc2ccccc12` gave Tb PGK inh inactive, Pin1 inh -8%, HP1b chromo inh 34%, GLS inh 9%, BAZ2B inh -3%, PI4K2A block -2, Pol eta inh -4% and JMJD2A Tudor inh 8%.
Screening O=C(CC1C(=O)NCCN1C(=O)c1ccc([N+](=O)[O-])cc1)Nc1cccc(Cl)c1 (stereo not given) returned Tb PGK inh inactive, Pin1 inh -1%, HP1b chromo inh 15%, GLS inh -9%, G9a block 8%, BAZ2B inh -13%, PI4K2A block 3, Pol eta inh -18% and JMJD2A Tudor inh -13%.
Screening CCN(CC)CC(O)Cn1c(C)c(-c2ccccc2)c2cc([N+](=O)[O-])ccc21 (stereo not given) returned Tb PGK inh -1%, Pin1 inh -12%, HP1b chromo inh -12%, GLS inh -5%, G9a block 45µM*, BAZ2B inh inconclusive, PI4K2A block 0, Pol eta inh -25% and JMJD2A Tudor inh inconclusive.
`O=C(COc1ncnc2ccccc12)Nc1cccc(S(=O)(=O)N2CCOCC2)c1` gave Tb PGK inh -2%, Pin1 inh 1%, HP1b chromo inh 31%, GLS inh 3%, G9a block 14%[59 µM], BAZ2B inh -6%, PI4K2A block -2, Pol eta inh -11% and JMJD2A Tudor inh -8%.
For CCS(=O)(=O)N1CCC2(CC1)OC(=O)C(C)=C2C(=O)NCc1ccc(OC)c(OC)c1 the results were Tb PGK inh 0%, Pin1 inh 0%, HP1b chromo inh 28%, GLS inh -1%, G9a block 7%[59 µM], BAZ2B inh -3%, PI4K2A block -1, Pol eta inh -1% and JMJD2A Tudor inh -3%.
CCCCCC(=O)Nc1ccc(-c2cn3cccnc3n2)cc1 was read as Tb PGK inh -10%, Pin1 inh -7%, HP1b chromo inh 26%, GLS inh 1%, G9a block -26%, BAZ2B inh -15%, PI4K2A block -2, Pol eta inh -9% and JMJD2A Tudor inh -9%.
For CNC(=S)N1CCN(C(c2ccccc2)c2ccccc2)CC1 the results were Tb PGK inh inactive, Pin1 inh 2%, HP1b chromo inh 27%, GLS inh -9%, G9a block -23%, BAZ2B inh -24%, PI4K2A block 0, Pol eta inh -14% and JMJD2A Tudor inh -13%.
Screening O=C(c1c[nH]c2ccccc12)N1CCN(Cc2ccccc2)CC1 returned Tb PGK inh -5%, Pin1 inh -7%, HP1b chromo inh 2%, GLS inh 3%, G9a block -20%, BAZ2B inh -20%, PI4K2A block -3, Pol eta inh -13% and JMJD2A Tudor inh -14%.
`Cc1ccc(NS(=O)(=O)c2ccc(CCC(=O)NCc3ccccn3)cc2)cc1` gave Tb PGK inh inactive, Pin1 inh -7%, HP1b chromo inh 10%, GLS inh 6%, BAZ2B inh -4%, PI4K2A block 4, Pol eta inh 0% and JMJD2A Tudor inh -17%.
`CN(C(=O)/C=C/c1ccc([N+](=O)[O-])s1)c1ccccc1` gave Tb PGK inh -2%, Pin1 inh -4%, HP1b chromo inh -14%, GLS inh 0%, G9a block 45µM*, BAZ2B inh 40µM*, PI4K2A block -2, Pol eta inh 20% and JMJD2A Tudor inh inconclusive.
O=Cc1cn(CC(=O)N2CCc3ccccc32)c2ccccc12 was read as Tb PGK inh -5%, Pin1 inh -1%, HP1b chromo inh 33%, GLS inh -15%, G9a block -36%, BAZ2B inh -18%, PI4K2A block 0, Pol eta inh -10% and JMJD2A Tudor inh -5%.
Screening CCCc1nc(SCC(=O)c2ccccc2)c2c(=O)n(C)c(=O)n(C)c2n1 returned Tb PGK inh 5%, Pin1 inh inconclusive, HP1b chromo inh 57%[activator], GLS inh -3%, G9a block 2%[59 µM], BAZ2B inh 7%, PI4K2A block 1, Pol eta inh -21% and JMJD2A Tudor inh 3%.
NS(=O)(=O)c1ccc(NC(=O)Cn2nc(C(=O)O)c3ccccc3c2=O)cc1 was read as Tb PGK inh -6%, Pin1 inh -6%, HP1b chromo inh 36%, GLS inh -3%, G9a block -6%, BAZ2B inh 0%, PI4K2A block 2, Pol eta inh -1% and JMJD2A Tudor inh 2%.
`CCC/C=C/c1ccc(CN2C(CC(C)C)C(=O)N(Cc3cn(CCC4OCCCO4)nn3)CCS2(=O)=O)cc1` (stereo not given) gave Tb PGK inh -4%, GLS inh 0%, PI4K2A block -9 and Pol eta inh inconclusive.
`Cc1nn2c(=O)cc(COC(=O)Cc3ccccc3)nc2s1` gave Tb PGK inh inactive, Pin1 inh -5%, HP1b chromo inh 67%[activator], GLS inh 7%, G9a block 5%[59 µM], BAZ2B inh 3%, PI4K2A block 1, Pol eta inh -17% and JMJD2A Tudor inh -10%.
CC(C)(C)N1NC(=O)Nc2ccccc2C1=O was read as Tb PGK inh -4%, Pin1 inh inconclusive, HP1b chromo inh 50%[activator], GLS inh 0%, G9a block 17%[2.33 µM], BAZ2B inh 11%, PI4K2A block 2, Pol eta inh 13% and JMJD2A Tudor inh -16%.

Reprinted at random: 3 records from the list
`O=C(COc1ncnc2ccccc12)Nc1cccc(S(=O)(=O)N2CCOCC2)c1` gave Tb PGK inh -2%, Pin1 inh 1%, HP1b chromo inh 31%, GLS inh 3%, G9a block 14%[59 µM], BAZ2B inh -6%, PI4K2A block -2, Pol eta inh -11% and JMJD2A Tudor inh -8%.
CCCCCC(=O)Nc1ccc(-c2cn3cccnc3n2)cc1 was read as Tb PGK inh -10%, Pin1 inh -7%, HP1b chromo inh 26%, GLS inh 1%, G9a block -26%, BAZ2B inh -15%, PI4K2A block -2, Pol eta inh -9% and JMJD2A Tudor inh -9%.
COC(=O)CCC(=O)N1CCCC(CNS(=O)(=O)c2ccc(OC)cc2)C1 (stereo not given) was read as Tb PGK inh -5%, Pin1 inh -5%, HP1b chromo inh 32%, GLS inh -14%, BAZ2B inh -5%, PI4K2A block 7, Pol eta inh -22% and JMJD2A Tudor inh -5%.

Additional results.
`CCC(=O)NC(c1cccs1)c1cc(Cl)c2cccnc2c1O` (stereo not given) gave Tb PGK inh -4%, Pin1 inh 3%&8%, HP1b chromo inh 45%[activator], GLS inh -1%, G9a block -2%, BAZ2B inh -5%, PI4K2A block -1, Pol eta inh -15% and JMJD2A Tudor inh -14%&-14%.
For CCOc1ccc(OCC)c(NC(=O)Nc2ccc3c(c2)N(C)C(=O)CS3)c1 the results were Tb PGK inh 2%, Pin1 inh 18%, HP1b chromo inh 4%, GLS inh 0%, G9a block inconclusive, BAZ2B inh inconclusive, PI4K2A block -3, Pol eta inh -16% and JMJD2A Tudor inh inconclusive.
For CC(C)(C)C1CCc2onc(C(=O)NC3CCCC3)c2C1 (stereo not given) the results were Tb PGK inh -3%, Pin1 inh 0%, HP1b chromo inh 53%[activator], GLS inh -1%, G9a block -1%[59 µM], BAZ2B inh -2%, PI4K2A block 3, Pol eta inh -9% and JMJD2A Tudor inh 0%.
O=C(Nc1ccccn1)Nc1cccs1 was read as Tb PGK inh -9%, Pin1 inh -11%, HP1b chromo inh 17%, GLS inh 41%[activator], G9a block 56µM*, BAZ2B inh inconclusive, PI4K2A block -1, Pol eta inh -8% and JMJD2A Tudor inh -18%.
For O=C([C@@H]1Cc2ccccc2CN1)N1CCN(Cc2ccccc2)CC1 the results were Tb PGK inh 4%, Pin1 inh -14%, HP1b chromo inh 42%[activator], GLS inh 4%, G9a block 32µM*, BAZ2B inh 79µM*, PI4K2A block -6, Pol eta inh 4% and JMJD2A Tudor inh -4%.
`CCOc1ccc(C(=O)NCc2ccc3c(c2)OCO3)cc1` gave Tb PGK inh inactive, Pin1 inh -7%, HP1b chromo inh 55%[activator], GLS inh -2%, G9a block 11%, BAZ2B inh 0%, PI4K2A block 7, Pol eta inh -10% and JMJD2A Tudor inh -9%.
For CCOc1ccccc1NC(=O)COC(=O)CC(C)(C)CC1=NS(=O)(=O)c2ccccc2N1 the results were Tb PGK inh -2%&1%, Pin1 inh -3%&-7%, HP1b chromo inh 60%&54%[activator], GLS inh -1%&4%, G9a block -2%, BAZ2B inh -14%&0%, PI4K2A block -4&3, Pol eta inh -7%&-13% and JMJD2A Tudor inh -8%&-7%.
